SNCA expr inhib: reduces expression of the alpha-synuclein gene | HEK-293 SNCA-luciferase knock-in, luminescence, 24 h | Potency, µM (doses to about 57.2 µM), for inactives: at the highest dose activity change, negative = inhibition, most hits filed as inhibitors | 0.17% of 140,000 active | AID 1671194;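 further: plate controls were DMSO cells for no effect and cell-free wells for full effect; nearly all actives have a fitted effect of over 45% in size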
SNCA viab count: cell viability loss counter-screen; HEK-293-SNCA-luc viability, GF-AFC fluorescence, 24 h; Potency, µM (highest dose often 57.1 µM), without a hit: at the highest dose activity change, negative = cytotoxicity, hits mostly cytotoxic; 0.12% of 150,000 active; AID 1671193;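 further: 0% = DMSO-treated cells and -100% = medium-only wells without cells; nearly all actives have a fitted effect of over 30% in size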
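HEK-293-SNCA-luc cells (1500/well) plated 24 h, then exposed 24 h to a dilution series; GF-AFC added 30 min at 37C, fluorescence 405/540 nm; normalised to medium-only and DMSO wells, Hill fit.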
An asterisk follows results filed as active; ? = inconclusive. The call rests on the fitted dose curve; in most records, active means well fitted curve in the direction sought with a large enough effect; inconclusive means small, poorly fitted or top-dose-only effect, or another doubt; inactive means no such curve, though single readings can be large; an effect the other way counts as inactive or inconclusive. Potency means the concentration at half of the fitted maximal effect. These rows are one share of the data; count on the stated rates, not on these rows.

A first look:
SMILES | SNCA expr inhib | SNCA viab count
O=C(Oc1ccccc1)N1CCC2(CC1)CN(C(c1ccccc1)c1ccccc1)C2 | 3% | 7%
c1cc(N2CCCC3(CCNCC3)C2)ccn1 | 23% | 8%
N#Cc1ccc(CN2CCC3(CC2)CCN(C(=O)Oc2ccccc2)CC3)cc1 | 2% | -28%
N#Cc1ccc(CN2CC3(CCNCC3)C2)cc1 | ? | -11%
c1ccc(N2CCC3(CCNCC3)CC2)nc1 | 19% | -16%
c1cnc(N2CCC3(CCNCC3)CC2)nc1 | -2% | -9%
COc1ccccc1CN1CC[C@@]2(CCCN(C(=O)Oc3ccccc3)C2)C1 | 9% | -3%

Main list (from the top)
SMILES | SNCA expr inhib | SNCA viab count
O=C(Oc1ccccc1)N1CCC2(CC1)CN(C(c1ccccc1)c1ccccc1)C2 | 3% | 7%
c1cc(N2CCCC3(CCNCC3)C2)ccn1 | 23% | 8%
N#Cc1ccc(CN2CCC3(CC2)CCN(C(=O)Oc2ccccc2)CC3)cc1 | 2% | -28%
N#Cc1ccc(CN2CC3(CCNCC3)C2)cc1 | ? | -11%
c1ccc(N2CCC3(CCNCC3)CC2)nc1 | 19% | -16%
c1cnc(N2CCC3(CCNCC3)CC2)nc1 | -2% | -9%
COc1ccccc1CN1CC[C@@]2(CCCN(C(=O)Oc3ccccc3)C2)C1 | 9% | -3%
CC(C)CN1CC2(CCN(C(=O)c3ccncc3)CC2)C1 | -1% | 0%
Cc1noc(C)c1C(=O)N1CCC2(CCCN(CC(C)C)C2)CC1 | 4% | 2%
O=C(Nc1ccccc1)N1CC2(CCN(C(=O)Oc3ccccc3)CC2)C1 | ? | -12%
O=C(c1ccncc1)N1CCC[C@@]2(CCN(Cc3nccs3)C2)C1 | 10% | 5%
c1ccc(N2CC3(CCNCC3)C2)cc1 | -10% | -7%
N#Cc1cccc(NC(=O)N2CCCC3(CCN(C(=O)Oc4ccccc4)CC3)C2)c1 | -4% | -10%
CN1CCCC2(CCN(C(=O)c3ccco3)CC2)C1 | -4% | 1%
O=C(Oc1ccccc1)N1CCC[C@@]2(CCN(Cc3cc(C(F)(F)F)cc(C(F)(F)F)c3)C2)C1 | -7% | -4%
c1cc(CN2CCC3(CCNCC3)CC2)ccn1 | 0% | 2%
N#Cc1ccc(CN2CC[C@@]3(CCCN(C(=O)Oc4ccccc4)C3)C2)cc1 | -10% | ?
O=C(Nc1ccccc1)N1CC[C@@]2(CCCN(C(=O)Oc3ccccc3)C2)C1 | -17% | ?
N#Cc1cccc(NC(=O)N2CC3(CCN(C(=O)Oc4ccccc4)CC3)C2)c1 | -7% | 1%
N#Cc1cccc(NC(=O)N2CC[C@@]3(CCCN(C(=O)Oc4ccccc4)C3)C2)c1 | 0% | -12%

Full records as entered above.
c1cc(CN2CCC3(CCNCC3)CC2)ccn1 in the list: SNCA expr inhib = 0%; SNCA viab count = 2%
N#Cc1ccc(CN2CCC3(CC2)CCN(C(=O)Oc2ccccc2)CC3)cc1 in the list: SNCA expr inhib = 2%; SNCA viab count = -28%
CN1CCCC2(CCN(C(=O)c3ccco3)CC2)C1 in the list: SNCA expr inhib = -4%; SNCA viab count = 1%

Screening results (PubChem)
